POLB inh – qHTS Assay for Inhibitors of DNA Polymerase Beta | Pol beta primer extension/strand displacement, fluorescence kinetic | Potency, µM (highest dose often 114 µM), inactives show top-dose activity change, negative = inhibition, most hits filed as inhibitors | P06746 | hit rate 1.3% among 340,000; note: % is set by controls: 0 for no effect and ±100 for the full control effect
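Pol beta (10 nM) and compounds were preincubated 15 min at room temperature, then 50 nM substrate (final) started primer extension/strand displacement. Reads were taken at 0 and 10 min; concentration-response data were fitted to a four-parameter Hill equation.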
BLM helicase inh – qHTS Assay for Inhibitors of Bloom's syndrome helicase (BLM) | RecQ-like DNA helicase BLM (Homo sapiens), P54132 | recombinant BLM DNA unwinding, fluorescence dequenching | Potency, µM (highest dose often 56.1 µM), for the others: at the top dose activity change, negative = inhibition, most hits filed as inhibitors | hit rate 0.2% among 350,000 | AID 2528, 2010;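 note: plate controls were vehicle for no effect and no enzyme for full effect; nearly all actives have a fitted effect of over 35% in size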
APE1 inh – qHTS Assay for Inhibitors of the Human Apurinic/apyrimidinic Endonuclease 1 (APE1); DNA repair nuclease/redox regulator APEX1 (Homo sapiens), P27695; recombinant APE1, TAMRA/BHQ-2 abasic DNA cleavage fluorescence; hit rate 0.35% among 350,000; Potency, µM (series often up to 65.8 µM), for inactives: at the top dose activity change, negative = inhibition, most hits filed as inhibitors;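 note: plate controls were vehicle for no effect and reference inhibitor for full effect; nearly all actives have a fitted effect of over 55% in size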
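Activity was derived from the fluorescence gain between first and third kinetic reads (60 s intervals, ex 525/em 598 nm) after 50 nM THF-abasic TAMRA/BHQ-2 duplex was added to 0.75 nM APE1 preincubated 15 min with compound.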
Anesthetic bind – qHTS Assay for Identification of Novel General Anesthetics. hit rate 0.074% among 350,000. AID 485281, 2010. Potency, µM (top dose mostly 77.5 µM), without a hit: at the highest dose activity change, negative = displacement, hits mostly inhibitors. apoferritin/1-aminoanthracene competitive binding, fluorescence. Ferritin light chain (Equus caballus), P02791; note: % is set by controls: 0 for no effect and ±100 for the full control effect; nearly all actives have a fitted effect of over 20% in size
Target sequence (P02791 2-175 limits assumed): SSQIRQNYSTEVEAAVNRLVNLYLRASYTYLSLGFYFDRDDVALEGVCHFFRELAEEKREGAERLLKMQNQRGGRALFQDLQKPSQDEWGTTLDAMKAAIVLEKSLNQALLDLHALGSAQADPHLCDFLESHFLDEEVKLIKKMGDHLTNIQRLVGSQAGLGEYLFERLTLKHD
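Probe: 1-aminoanthracene (50% saturated, PBS). Protein: horse-spleen apoferritin, 10 uM. Incubation: 10 min, room temperature. Detection: 380 nm excitation, 535 nm emission. Analysis: normalized response, four-parameter Hill.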
Pol eta inh – qHTS for Inhibitors of Polymerase Eta; hit rate 1.2% among 390,000; recombinant Pol eta, fluorescent DNA replication assay; AID 588591, 2011; DNA polymerase eta (Homo sapiens), Q9Y253; Potency, µM (highest dose often 114 µM), without a hit: at the highest dose activity change, negative = inhibition, most hits filed as inhibitors; note: % is set by controls: 0 for no effect and ±100 for the full control effect
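Fluorescent replication assay: 50 nM final substrate added after a 15 min room-temperature compound preincubation with 10 nM enzyme. Signal taken at 0 min and again at 10 min.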
POLK inh – qHTS for Inhibitors of Polymerase Kappa; Potency, µM (doses to about 107 µM), without a hit: at the top dose activity, negative = inhibition, most hits filed as inhibitors; purified Pol kappa, fluorescent DNA synthesis assay, 10 min; DNA polymerase kappa (Homo sapiens), Q9UBT6; AID 588579, 2011; hit rate 0.53% among 400,000; note: % is set by controls: 0 for no effect and ±100 for the full control effect
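Enzyme at 10 nM met test compounds for 15 min at room temperature. Substrate addition (50 nM final) began the reaction, which was monitored by fluorescence at 0 and 10 min.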
BAZ2B inh – qHTS Assay for Inhibitors of BAZ2B. Bromodomain adjacent to zinc finger domain protein 2B (Homo sapiens), Q9UIF8. AlphaScreen BAZ2B-H3K14Ac peptide displacement. Potency, µM (top dose mostly 114 µM), for inactives: at the highest dose activity change, negative = inhibition, most hits filed as inhibitors. hit rate 4.4% among 360,000; note: % is set by controls: 0 for no effect and ±100 for the full control effect; nearly all actives have a fitted effect of over 60% in size
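BAZ2B (50 nM) with biotin-H3(5-23)K14Ac peptide (50 nM) in PBS pH 7.4, 0.01% Tween-20, preformed 30 min, then compound 30 min at room temperature; top concentration 110uM. AlphaScreen streptavidin donor/nickel chelate acceptor beads (10 ug/mL final), 20 min dark, signal read.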
G9a inh – qHTS Assay for Inhibitors of Histone Lysine Methyltransferase G9a; Histone-lysine N-methyltransferase EHMT2 (Homo sapiens), Q96KQ7; G9a H3K9 monomethylation, AlphaScreen, 2 h; Potency, µM (series often up to 102 µM), for the others: top-dose activity, negative = inhibition, most hits filed as inhibitors; hit rate 8.8% among 350,000; note: % is set by controls: 0 for no effect and ±100 for the full control effect; nearly all actives have a fitted effect of over 75% in size
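Using a bead-based AlphaScreen, monomethylated H3K9 product from 2 h room-temperature reactions (G9a 20 nM, peptide 500 nM, SAM 20 uM) was detected with 0.5 ug/mL rabbit anti-H3K9me1 antibody.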
POLI inh – qHTS for Inhibitors of Polymerase Iota. hit rate 1% among 390,000. Pol iota fluorescent replication assay, 10 min. Potency, µM (titrated, usually from 115 µM), inactives show at the highest dose activity, negative = inhibition, hits mostly inhibitors
Target sequence (Q9UNA4 whole entry, looked up): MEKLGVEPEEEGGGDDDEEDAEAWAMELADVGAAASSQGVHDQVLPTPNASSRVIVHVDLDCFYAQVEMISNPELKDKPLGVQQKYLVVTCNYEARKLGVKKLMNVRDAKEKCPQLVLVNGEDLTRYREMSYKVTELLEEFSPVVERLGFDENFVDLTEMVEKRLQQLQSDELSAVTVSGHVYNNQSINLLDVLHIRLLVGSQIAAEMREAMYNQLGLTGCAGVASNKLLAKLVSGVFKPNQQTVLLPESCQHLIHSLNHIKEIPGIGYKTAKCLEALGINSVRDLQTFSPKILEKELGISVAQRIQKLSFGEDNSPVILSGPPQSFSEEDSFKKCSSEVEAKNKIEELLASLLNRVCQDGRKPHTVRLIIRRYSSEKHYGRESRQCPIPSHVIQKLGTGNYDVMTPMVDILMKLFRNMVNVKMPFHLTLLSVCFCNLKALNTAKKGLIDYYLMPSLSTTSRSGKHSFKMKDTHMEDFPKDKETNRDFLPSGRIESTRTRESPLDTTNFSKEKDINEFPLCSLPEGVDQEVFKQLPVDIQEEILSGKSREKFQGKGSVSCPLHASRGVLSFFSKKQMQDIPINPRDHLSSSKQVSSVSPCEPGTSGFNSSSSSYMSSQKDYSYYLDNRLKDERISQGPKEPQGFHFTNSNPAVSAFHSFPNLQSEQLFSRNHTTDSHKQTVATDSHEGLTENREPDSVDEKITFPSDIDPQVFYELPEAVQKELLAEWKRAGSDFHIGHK
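Pol iota at 10 nM preincubated 15 min with compounds at room temperature; reaction started with fluorescent substrate, 50 nM final. Fluorescence read kinetically at 0 and 10 min; buffer-only wells as negative control.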
* marks the source's active call; other numbers are inactive results; u = inconclusive; x = no result given; [ ] = dose if it differs, or a comment. Calls come from the whole dose curve; as a rule, active = well fitted curve in the direction sought with a large enough effect; inconclusive = small, poorly fitted or top-dose-only effect, or another doubt; inactive = no such curve, though single readings can be large; an effect the other way counts as inactive or inconclusive. Potency is the fitted concentration of half-maximal effect. A portion of the library; rates above refer to the full screens.

Order of values: G9a inh | APE1 inh | BAZ2B inh | Anesthetic bind | POLK inh | POLB inh | POLI inh | Pol eta inh | BLM helicase inh
- Cc1ccc2c(C)cc[n+](CCCS(=O)(=O)[O-])c2c1
  -5%[59 µM] | 2% | -1% | -2% | -1% | 27% | 7% | -11% | -3%
- O=C(NNC(=O)C1CC=CCC1)c1ccccc1Cl (stereo unspecified)
  -7% | 11% | -10% | -7% | -8% | 0% | 114%[activator] | 9% | -6%
- Cc1cc(C)n2nc(C(=O)OCC(=O)Nc3cc(Cl)ccc3C)nc2n1
  0%[12.7 µM] | 7% | 9% | x | -4% | x | -16% | -8% | x
- Cc1c(C(=O)N/N=C/c2ccc(N(C)C)cc2)[nH]c2ccc(Cl)cc12
  17%[59 µM] | 0% | -6% | 100%[activator] | -8% | -3% | 66%[activator] | u | -3%
- O=C(Nc1ccc(S(=O)(=O)N2CCCC2)cc1)c1cccc(OC(F)F)c1
  35µM* | 14% | 7% | x | -11% | x | 17% | -13% | x
- CC(C)C(CO)N1CCN(Cc2ccccc2)CCC1=O (stereo unspecified)
  20%[12.7 µM] | -5% | 0% | 0% | 1% | 0% | 6% | -7% | 1%
- CCn1cnnc1SCC(=O)c1c(N)n(C2CC2)c(=O)[nH]c1=O
  u | -1% | 0% | x | 1% | x | -19% | -10% | x
- Cc1nn(CC(=O)N(CC(C)C)C2CCS(=O)(=O)C2)c(C)c1[N+](=O)[O-] (stereo unspecified)
  x | 17% | x | x | -12% | x | 54%[activator] | -16% | x
- CCOC(=O)c1c(NC(=S)NC)sc2c1CC(C)(C)SC2
  u | 2% | -6% | -19% | 3% | 10% | 10% | -13% | -1%
- COc1cc(C2CC(=O)Nc3cc4c(cc32)OCCO4)cc(Br)c1OC (stereo unspecified)
  6%[59 µM] | x | 6% | -8% | 8% | 8% | 12% | 1% | 0%
- [O-][n+]1c2ccccc2cc2ccccc21
  25%[2.33 µM] | -9% | 9% | x | -5% | x | -3% | -15% | x
- CCOC(=O)c1cc(S(=O)(=O)N2CCN(C(=O)OCC)CC2)cn1C
  19% | -7% | -25% | -15% | -17% | 11% | 1% | -1% | -1%
- CCN(CC)C(=O)Oc1ccc2c(=O)c(-c3ccc(OC)cc3)c(C)oc2c1
  3% | -5% | -2% | u | -5% | 3% | 6%[58.9 µM] | -3% | 0%
- Cc1ccccc1-c1nsc(SCC(=O)NCc2ccc3c(c2)OCO3)n1
  35µM* | 13% | -3% | -3% | 0% | 48% | 0% | -16% | 1%
- NC(=S)NN=C1C2CC3CC(C2)CC1C3
  14µM* | -2% | -11% | u | -6% | -3% | -3% | -8% | -3%

Sorted by molar mass (ascending): part of the list above
Order of values: G9a inh | APE1 inh | BAZ2B inh | Anesthetic bind | POLK inh | POLB inh | POLI inh | Pol eta inh | BLM helicase inh
- [O-][n+]1c2ccccc2cc2ccccc21
  25%[2.33 µM] | -9% | 9% | x | -5% | x | -3% | -15% | x
- NC(=S)NN=C1C2CC3CC(C2)CC1C3
  14µM* | -2% | -11% | u | -6% | -3% | -3% | -8% | -3%
- O=C(NNC(=O)C1CC=CCC1)c1ccccc1Cl (stereo unspecified)
  -7% | 11% | -10% | -7% | -8% | 0% | 114%[activator] | 9% | -6%
- CC(C)C(CO)N1CCN(Cc2ccccc2)CCC1=O (stereo unspecified)
  20%[12.7 µM] | -5% | 0% | 0% | 1% | 0% | 6% | -7% | 1%
- CCn1cnnc1SCC(=O)c1c(N)n(C2CC2)c(=O)[nH]c1=O
  u | -1% | 0% | x | 1% | x | -19% | -10% | x
- CCN(CC)C(=O)Oc1ccc2c(=O)c(-c3ccc(OC)cc3)c(C)oc2c1
  3% | -5% | -2% | u | -5% | 3% | 6%[58.9 µM] | -3% | 0%
- O=C(Nc1ccc(S(=O)(=O)N2CCCC2)cc1)c1cccc(OC(F)F)c1
  35µM* | 14% | 7% | x | -11% | x | 17% | -13% | x
- Cc1ccccc1-c1nsc(SCC(=O)NCc2ccc3c(c2)OCO3)n1
  35µM* | 13% | -3% | -3% | 0% | 48% | 0% | -16% | 1%

(further entries)
Order of values: G9a inh | APE1 inh | BAZ2B inh | Anesthetic bind | POLK inh | POLB inh | POLI inh | Pol eta inh | BLM helicase inh
- COc1cccc(C2NC(=O)NC(C)=C2C(=O)Nc2cc(OC)ccc2OC)c1 (stereo unspecified)
  20%[59 µM] | 4% | x | -11% | -14% | 0% | 11% | -9% | -1%
- Cc1n[nH]c(=S)n(/N=C/c2cccs2)c1=O
  8% | 3% | -2% | 3% | -8% | 7% | -8% | -9% | -1%
- COc1ccc(/C=C/C(=O)OCC(=O)NCC2CCCO2)cc1 (stereo unspecified)
  -8%[59 µM] | 2% | 7% | -12% | 5%[60.1 µM] | 18% | u | 1% | -2%
- Cc1n[nH]c(=O)c2c1nnn2Cc1ccc(F)cc1
  1% | 30% | 3% | 2% | 2%[60.1 µM] | -23% | 17% | 1% | -6%
- CC(=O)Nc1ccc(S(=O)(=O)NCCC(=O)OCC(=O)c2ccccc2)cc1
  6%[0.501 µM] | 0% | 25% | x | -15% | x | 8% | -5% | x
- O=C(CCCN1C(=O)c2ccccc2C1=O)Nc1nnc(C2CC2)s1
  9% | 2% | x | -7% | -1% | 36% | 12% | -20% | 1%
- Cc1nc2nc(SCC(=O)NCCCN3CCCC(C)C3)nn2c(C)c1Cc1ccccc1Cl (stereo unspecified)
  -6%[59 µM] | 53%[activator] | -14% | -16% | 10% | 12% | 21% | 9% | -11%
- CC(=O)N=c1c(C#N)cc2c(=O)n3cccc(C)c3nc2n1Cc1ccco1
  u | -6% | -37% | 83%[activator] | -22% | u | 40µM* | 32µM* | -23%
- CC1(C)OC2C(CO)OC(n3cnc4c(=S)nc[nH]c43)C2O1 (stereo unspecified)
  8.9µM* | -2% | 50µM* | -2% | -8% | 7% | 0% | -21% | -7%
- C/C(=N\NC(=S)Nc1ccc(C(C)C)cc1)c1ccc2c(c1)OCO2
  u | 12% | u | -17% | -2% | 21% | 114%[activator] | -6% | -7%
- On1c(-c2ccc(Cl)cc2)nc2ccccc21
  3% | -4% | -6% | -6% | -1% | -4% | 59%[activator] | -1% | -9%
- O=C(COCc1cc(-c2ccc(F)cc2)on1)Nc1cc(Cl)ccc1O
  -29%[59 µM] | x | -12% | -6% | -9% | 1% | 11% | -9% | -5%
- O=C(O)C1CCN(C(=O)CSc2nnc(-c3ccccc3)o2)CC1
  x | 30% | x | x | 9% | x | -4% | -13% | x
- CCn1c(CN2CCCCC2)nc2cc(NC(=O)c3ccccc3[N+](=O)[O-])ccc21
  -4%[59 µM] | x | -25% | -4% | -9% | -7% | 15% | -4% | -2%
- Nc1ccc2c(c1)OCCOCCOCCOCCOCCO2
  14µM* | 6% | -11% | 1% | u | 1% | u | -10% | -20%
- CCOC(=O)Cn1ccc(-c2ccccc2)c(C#N)c1=O
  -20% | 3% | -18% | -6% | 1% | 11% | 16% | -12% | -4%
- CCNS(=O)(=O)c1ccc(CCC(=O)NC2CCCC2)cc1
  -4%[59 µM] | -4% | 11% | 0% | 0% | 18% | -5% | -12% | 0%
- Cc1cc(OCC(=O)N(Cc2sccc2C)C2CCS(=O)(=O)C2)ccc1Cl (stereo unspecified)
  8%[59 µM] | x | -11% | -4% | 20% | 15% | 21% | x | -5%
- CN(C(=O)c1ccc2c(c1)SC1=NS(=O)(=O)CCN12)C(c1ccccc1)c1ccccc1
  -24%[59 µM] | -7% | -2% | -3% | -1% | 30% | 6% | -5% | -6%
- Cc1cc(C)cc(NC(=O)CCCN2C(=O)C(c3ccccc3)Oc3cccnc32)c1 (stereo unspecified)
  11%[59 µM] | 48%[activator] | -14% | -16% | -22% | -15% | -10% | -22% | -6%
- COC(=O)c1ccc(/C=C/C(=O)c2cccc(OC)c2)cc1
  -16%[59 µM] | -2% | -7% | -10% | 3% | 23% | u | u | -14%
- COc1ccc(CNC(=O)C2CCCN(S(=O)(=O)c3ccc4c(c3)C(C)(C)C(=O)N4C)C2)cc1 (stereo unspecified)
  x | -7% | -2% | -15% | 4% | 3% | 15% | -21% | 0%
- CCC(C)(C)NC(=O)C1CCN(c2nc(C)cc(C)n2)CC1
  2% | -4% | u | -6% | -14% | -7% | -12%[58.9 µM] | -8% | -2%
- CCOC(=O)c1c(C)[nH]c(C)c1S(=O)(=O)N(C)CC(=O)N1CCN(c2ccccc2)CC1
  -7%[59 µM] | x | -20% | 7% | -16% | u | 15% | -11% | 0%
- CCOc1ccc(-c2cc(C(=O)NCc3ccc(OC)cc3)c3c(-c4ccc(F)cc4)[nH]nc3n2)cc1
  -6%[59 µM] | x | 1% | -7% | -15%[60.1 µM] | -9% | 3% | -4% | 1%
- Cc1nn(-c2nc(-c3ccco3)cc(C(F)(F)F)n2)c(C)c1Br
  u | 5% | 9% | -7% | -10% | 0% | 25% | -9% | 0%
- COc1ccccc1OCCn1cc(C(=O)C(C)C)c2ccccc21
  1% | 52% | -3% | -8% | -9% | 1% | 14% | -5% | -8%

Screens: PubChem BioAssay, National Center for Advancing Translational Sciences (NCATS)
